SUMO1 PPI mod: modulators of human SUMO1-mediated protein-protein interactions. inhibition, % at 20 µM. P63165. SUMO1 binding to a labelled peptide, TR-FRET, 1 h. 360,000 tested, 0.33% active. AID 602429; in the data active means inhibition above about 37%
Rpn11 block: Rpn11 (human) deubiquitinase inhibition; O00487; human 26S proteasome, Ub4-pepOG fluorescence polarization; 20S core pre-blocked with epoxomicin; calls only at 20 µM; 360,000 tested, 0.59% active; AID 588493;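 active means inhibition at 20 µM, scaled to each plate's controls, above about 33%, limit read from the data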
DNMT1 block: DNMT1 (human) enzyme inhibition; DNMT1 molecular beacon, Hinp1I cleavage, fluorescence; inhibition (reported as % activation of signal), % at 10 µM; 360,000 tested, 0.83% active; AID 588458; in the data active means inhibition above about 50%
SKN-1 block: inhibitors of C. elegans SKN-1 | C. elegans VP596 Pgst-4::GFP/RFP ratio, acrylamide-induced, 24 h | inhibition, % at 21.8 µM | 360,000 tested, 0.49% active | AID 624304;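 active means interference check ratio from 0.5 to 1.5 plus GFP to RFP signal ratio inhibition reaching or exceeding a fixed threshold, cut at about 30% in these data, passing the limit was not always enough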; further: some compounds called inactive have numbers as strong as hits
STEP block: blocks human striatal-enriched tyrosine phosphatase; P54829; recombinant STEP, OMFP fluorogenic substrate, fluorescence; inhibition, % at 20 µM; 360,000 tested, 0.25% active; AID 588621;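 active means inhibition at 20 µM, scaled per plate between control wells, above about 37%, limit read from the data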;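 further: 0% = DMSO with enzyme and substrate and 100% = substrate only without enzyme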
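material = STEP tyrosine phosphatase | reagent = fluorogenic phosphatase substrate OMFP at 25 µM final | doses = single compound dose of 20 µM, 1% DMSO final | schedule = 20 min reaction, room temperature, in the dark | measured by = fluorescence, 480/540 nm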
Scp-1 inhibitor: inhibitors of human Scp-1 phosphatase; 340,000 tested, 0.88% active; AID 493091; inhibition, % at 20 µM; Recombinant Scp1, phosphopeptide, malachite green phosphate absorbance; Q9GZU7;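 active means inhibition above about 50% at 20 µM, limit read from the data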;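 further: plate controls were DMSO wells with enzyme for no effect and wells lacking enzyme for full effect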
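Test system: SCP-1 phosphatase catalytic domain, residues 76-261; measured by: colorimetric phosphate reagent with accelerator and stabiliser, absorbance at 630 nm; timing: enzyme reaction 45 min at room temperature, colour 5 min, stabilisation 30 min; also added: Phosphorylated 17-residue peptide substrate; compound dosing: one concentration, 20 µM, with 1.0% DMSO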
LMPTP block: blocks human LMPTP phosphatase; P24666; recombinant LMPTP-A, OMFP fluorogenic substrate, fluorescence intensity; inhibition, % at 20 µM; 360,000 tested, 0.22% active; AID 651560;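 active means compounds that cut the enzyme signal by at least half of the control window in the single-dose screen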;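 further: plate controls were DMSO wells with enzyme plus substrate for no effect and substrate without enzyme for full effect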
Target sequence (P24666 whole entry, looked up): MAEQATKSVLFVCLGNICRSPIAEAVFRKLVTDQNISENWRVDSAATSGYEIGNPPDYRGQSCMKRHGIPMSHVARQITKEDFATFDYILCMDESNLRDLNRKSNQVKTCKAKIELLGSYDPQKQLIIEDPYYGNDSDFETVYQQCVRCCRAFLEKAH
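test system = LMPTP-A | amount = 0.625 nM LMPTP-A final | reagent = fluorogenic phosphatase substrate OMFP at 400 µM final | incubation = 50 min at room temperature | benchmarks = no-enzyme low control, uninhibited high control | medium = Bis-Tris pH 6.0, DTT, detergent | signal = fluorescence intensity of OMFP turnover product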
NRP1-CendR mod: NRP-1/CendR interaction modulation | FAM-RPARPAR peptide binding to NRP-1, fluorescence polarization | O14786 | 360,000 tested, 0.85% active | AID 602438 | inhibition, % at 25 µM;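 active means inhibition or corrected inhibition above about 18%, plus a signal ratio from 0.5 to 1.5, limit read from the data, passing the limit was not always enough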; further: strong numbers were not always called active
Target sequence (O14786 whole entry, looked up): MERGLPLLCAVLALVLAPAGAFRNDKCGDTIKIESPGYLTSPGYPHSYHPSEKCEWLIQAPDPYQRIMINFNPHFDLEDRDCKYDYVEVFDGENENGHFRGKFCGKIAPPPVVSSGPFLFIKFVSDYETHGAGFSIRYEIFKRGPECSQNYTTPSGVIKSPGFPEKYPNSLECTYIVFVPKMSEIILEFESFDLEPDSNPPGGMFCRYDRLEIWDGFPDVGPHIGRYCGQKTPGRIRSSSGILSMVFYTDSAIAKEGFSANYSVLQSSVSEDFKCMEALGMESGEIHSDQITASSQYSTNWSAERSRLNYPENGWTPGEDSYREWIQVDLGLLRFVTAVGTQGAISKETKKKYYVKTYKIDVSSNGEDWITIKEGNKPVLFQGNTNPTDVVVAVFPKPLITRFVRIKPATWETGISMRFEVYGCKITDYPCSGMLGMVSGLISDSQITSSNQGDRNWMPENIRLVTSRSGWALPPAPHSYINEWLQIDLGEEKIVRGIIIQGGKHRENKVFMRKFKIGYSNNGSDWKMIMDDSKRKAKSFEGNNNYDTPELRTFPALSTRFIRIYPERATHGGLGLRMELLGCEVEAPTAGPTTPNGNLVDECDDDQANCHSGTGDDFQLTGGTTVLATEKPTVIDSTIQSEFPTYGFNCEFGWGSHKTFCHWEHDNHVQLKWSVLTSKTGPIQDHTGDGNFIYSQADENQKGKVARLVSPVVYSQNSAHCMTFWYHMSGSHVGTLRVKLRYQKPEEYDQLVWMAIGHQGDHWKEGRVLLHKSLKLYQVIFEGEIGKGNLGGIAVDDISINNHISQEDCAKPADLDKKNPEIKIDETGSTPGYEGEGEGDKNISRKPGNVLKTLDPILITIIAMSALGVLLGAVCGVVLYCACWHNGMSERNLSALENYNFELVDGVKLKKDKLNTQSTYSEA
MT1-MMP act inh: MT1-MMP (human) activation inhibition; GFP/RFP ratio change, % at 20 µM; HT1080 RFP-PRO-GFP cells, GFP/RFP ratio fluorescence, overnight; percent of plate control window, DMSO zero; 360,000 tested, 0.061% active; P50281;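 active means GFP/RFP ratio change of at least 30% with cell ATP level not reduced by more than half and red fluorescence within 50% of control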; further: strong numbers were not always called active
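Read-out: GFP/RFP fluorescence ratio; Test system: RFP-PRO-GFP reporter HT1080 cells; Compound dosing: single-point 20 µM compound, 1% DMSO; Times: overnight compound exposure at 37 °C.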
NadD block: NadD (S. aureus) enzyme inhibition; 360,000 tested, 0.78% active; AID 602399; purified NadD enzyme, colorimetric absorbance read-out; inhibition, % at 20 µM; in the data active means inhibition above about 26%; further: some compounds past the cut are filed as inactive
An asterisk follows results filed as active; i = inactive; · = no result given.

1) CN(CC(=O)Nc1ccc(F)cc1)C(=O)c1ccccc1Sc1ccccc1C#N
2) CN(/N=C/c1cc(Cl)cc(Cl)c1O)C(=S)NC(C)(C)C
3) CNc1ncc(C(=O)c2ccc(-c3ccccc3)cc2)s1
4) COc1cccc(C2C(C(=O)c3cc4ccccc4o3)=C(O)C(=O)N2c2cc(C)on2)c1 (stereo not given)
5) C/C(CC(=O)Nc1ccccn1)=N\NC(=O)C(=O)Nc1ccccc1C
6) COc1ccc(C(=O)N(Cc2ccccc2)c2cccc(C)c2)cc1
7) CN(C)S(=O)(=O)c1ccc(C(=O)N2CCCC2c2nc3ccccc3s2)cc1 (stereo not given)
8) C#CCNC(=O)C1=C[C@@H](C2CCCCC2)C[C@@H](OCc2ccc(CO)cc2)O1

Compound,1,2,3,4,5,6,7,8
SUMO1 PPI mod,-1,11,-16,-25,-1,0,-5,8
Rpn11 block,i,i,i,i,i,i,i,i
DNMT1 block,-1,2,-8,-3,-4,-1,1,-7
SKN-1 block,-3,5,7,6,13,5,-3,-1
STEP block,-1,2,1,8,-1,-3,-1,2
Scp-1 inhibitor,-15,-23,6,-11,-2,-8,-13,-11
LMPTP block,-0.1,1.8,0.1,12,-1.0,1.3,-0.1,1.4
NRP1-CendR mod,2,-8,0,0,-1,20,22,28*
MT1-MMP act inh,0,0,5,-1,1,-8,1,2
NadD block,-5,6,1,10,6,1,1,-2

9) COc1ccc(S(=O)(=O)Nc2ccc3c(c2)C(=O)N([C@H](C)CO)C[C@@H](C)[C@@H](CN(C)S(=O)(=O)c2ccc(Cl)cc2)O3)cc1
10) COc1ccccc1NC(=O)c1csc(-n2nc(C)cc2C(F)(F)F)n1
11) CCC(C(=O)O)n1nc(-c2ccccc2)c2cc(Cl)ccc21 (stereo not given)
12) CC(C)CNC(=O)CC1Nc2ccccc2NC1=O (stereo not given)
13) Cc1sc2ncn(CC(=O)N3CCN(c4ccccc4)CC3)c(=O)c2c1S(=O)(=O)N1CCOCC1
14) Cc1nnsc1C(=O)Nc1cccc(Cl)c1Cl
15) CCC1CCC2(CC1)NC(=O)N(CC(=O)Nc1cccc(S(=O)(=O)N(C)c3ccccc3)c1)C2=O (stereo not given)
16) COc1ccccc1NC(=O)C(=O)N/N=C/c1ccc([N+](=O)[O-])s1

Compound,9,10,11,12,13,14,15,16
SUMO1 PPI mod,2,1,2,-12,3,-1,1,-10
Rpn11 block,i,i,i,i,i,i,i,i
DNMT1 block,-12,6,-4,-1,1,1,-5,-2
SKN-1 block,1,1,3,-19,-8,11,4,11
STEP block,0,1,-2,0,2,12,-3,15
Scp-1 inhibitor,-12,-7,-8,-5,-1,-4,1,-1
LMPTP block,0.5,1.5,-0.8,-1.0,-0.4,-1.2,-0.3,30
NRP1-CendR mod,-8,-3,-14,-5,2,-15,2,11
MT1-MMP act inh,-5,1,1,-2,0,3,9,1
NadD block,-5,8,0,-7,-6,3,3,12

17) CC1SC(c2ccc(F)cc2)NC1=O (stereo not given)
18) CCn1c(SCc2nc(-c3ccc(OC)c(OC)c3)no2)nnc1-c1cccs1
19) Cc1ccc(C)c(CN2C(=O)CSc3ccc(C(=O)N4CCCC4)cc32)c1
20) O=S(Cc1cc(Sc2ccccc2)nc(-c2ccccc2)n1)c1ccccc1 (stereo not given)
21) CN1CCN(C(=O)c2c(O)c3cccc4c3n(c2=O)CC4)CC1
22) COc1ccccc1CN1C(=O)CCC1(C)C(=O)NCc1cccnc1 (stereo not given)
23) Cc1csc(=O)n1CC(=O)OCC(=O)NNC(=O)c1ccccc1
24) CC(=NNC(=S)Nc1ccccc1Cl)c1ccccn1

Compound,17,18,19,20,21,22,23,24
SUMO1 PPI mod,3,5,8,-2,3,0,-2,-11
Rpn11 block,i,i,i,i,i,i,i,i
DNMT1 block,0,-2,-2,-9,0,3,1,-5
SKN-1 block,16,-2,23,-17,4,4,10,28
STEP block,1,1,-2,3,2,2,7,2
Scp-1 inhibitor,-10,-8,-4,-7,-6,-12,-2,7
LMPTP block,1.7,-0.4,-0.1,4.7,-2.1,-0.7,0.3,1.1
NRP1-CendR mod,-4,3,0,2,-5,-21,15,15
MT1-MMP act inh,0,-1,-6,-11,3,6,-3,10
NadD block,-1,-2,-2,-2,2,1,-1,3

Continued; it opens with the three that closed the last part.
22) COc1ccccc1CN1C(=O)CCC1(C)C(=O)NCc1cccnc1 (stereo not given)
23) Cc1csc(=O)n1CC(=O)OCC(=O)NNC(=O)c1ccccc1
24) CC(=NNC(=S)Nc1ccccc1Cl)c1ccccn1
25) O=C(OCc1ccccc1Cl)C1CC(=O)N(Cc2ccco2)C1 (stereo not given)
26) O=C(COc1ccc(-n2cnnn2)cc1)NCCc1ccc(F)cc1
27) CC(C)(C)N1CC2([N+](=O)[O-])CN(C(C)(C)C)CC([N+](=O)[O-])(C1)C2
28) O=C(CCCCC(=O)Nc1ccccc1Cl)Nc1ccccc1Cl
29) C#CCN(C[C@@H]1[C@@H](OC(=O)NCc2ccc(OC)c(OC)c2)[C@@H](OC(=O)NCc2ccc(OC)c(OC)c2)Cn2c(=O)ccc(=O)n21)S(=O)(=O)c1ccc(C)cc1
30) O=C(CN(c1ccccc1)S(=O)(=O)c1ccccc1)N1CCOCC1
31) Cn1c(-c2ccccc2)cnc1SCC(=O)N1CCCc2ccccc21
32) Cc1cccc2c1N(C(=O)c1ccco1)C(C)(C)c1ssc(=S)c1-2

Compound,22,23,24,25,26,27,28,29,30,31,32
SUMO1 PPI mod,0,-2,-11,0,-2,1,-2,-1,3,3,-13
Rpn11 block,i,i,i,i,i,i,i,i,i,i,i
DNMT1 block,3,1,-5,2,-5,4,5,-4,0,-3,9
SKN-1 block,4,10,28,24,15,0,0,-5,6,-3,-7
STEP block,2,7,2,1,0,2,0,-3,0,-3,2
Scp-1 inhibitor,-12,-2,7,-1,-2,-8,-4,·,6,-4,-4
LMPTP block,-0.7,0.3,1.1,1.8,-0.3,0.2,2.1,-2.4,1.1,-0.1,2.9
NRP1-CendR mod,-21,15,15,-16,-6,0,0,5,12,4,-2
MT1-MMP act inh,6,-3,10,3,7,1,5,-12,-1,1,0
NadD block,1,-1,3,1,-4,-1,-4,-8,0,0,5

33) Cc1cc(/C=C(\C#N)C(=O)NCc2ccco2)c(C)n1-c1cccnc1
34) CCCCN(C(=O)c1cc(CN2C(=O)c3ccccc3C2=O)ccc1OC)c1c(N)n(CC(C)C)c(=O)[nH]c1=O
35) CC(C)c1ccccc1OCC(=O)N(C)CC(=O)Nc1ccc(F)cc1
36) Cc1cccc(Cc2nnc(CCC(=O)N(CC3CC3)CC3CCCO3)o2)c1 (stereo not given)
37) CC(=O)Nc1cc(-c2ccc(F)cc2)cn2c(-c3ccc(S(C)(=O)=O)cc3)cnc12
38) O=C(CCn1nc(-c2ccccc2)ccc1=O)NCCCN1CCCCCC1
39) O=C(OCC1CCCN2CCCCC12)c1ccc2c(c1)OCO2 (stereo not given)
40) Cc1nc2ccc3[nH]snc3c2n1

Compound,33,34,35,36,37,38,39,40
SUMO1 PPI mod,-21,-10,4,1,-18,-6,-3,-10
Rpn11 block,i,i,i,i,i,i,i,i
DNMT1 block,1,7,1,-1,-6,-9,12,-6
SKN-1 block,10,1,-3,1,12,-6,2,8
STEP block,1,-3,-1,-1,-2,2,-4,-1
Scp-1 inhibitor,-6,-6,-7,-15,·,-11,2,-2
LMPTP block,-1.1,0.0,1.1,-0.5,-0.4,5.6,-0.6,-0.5
NRP1-CendR mod,-7,2,-9,10,-35,-6,0,1
MT1-MMP act inh,1,-4,2,-2,-10,0,6,-8
NadD block,-4,6,-2,-4,-3,0,-6,1

An excerpt from above in order of the STEP block value, low to high:
34) CCCCN(C(=O)c1cc(CN2C(=O)c3ccccc3C2=O)ccc1OC)c1c(N)n(CC(C)C)c(=O)[nH]c1=O
10) COc1ccccc1NC(=O)c1csc(-n2nc(C)cc2C(F)(F)F)n1
24) CC(=NNC(=S)Nc1ccccc1Cl)c1ccccn1
14) Cc1nnsc1C(=O)Nc1cccc(Cl)c1Cl

Compound,34,10,24,14
SUMO1 PPI mod,-10,1,-11,-1
Rpn11 block,i,i,i,i
DNMT1 block,7,6,-5,1
SKN-1 block,1,1,28,11
STEP block,-3,1,2,12
Scp-1 inhibitor,-6,-7,7,-4
LMPTP block,0.0,1.5,1.1,-1.2
NRP1-CendR mod,2,-3,15,-15
MT1-MMP act inh,-4,1,10,3
NadD block,6,8,3,3

Additional records.
41) Cc1[nH]c2ccccc2c1CCNC(=O)CCC(=O)c1ccccc1
42) COc1ccc(CN(C)CC2CCCN(CCc3ccc(F)cc3)C2)cc1OC (stereo not given)
43) CC(=O)c1ccc(NC(=S)N2CCCCCC2)cc1
44) Cc1cccc(C(=O)NC(C(=O)Nc2nc(-c3ccccn3)cs2)C(C)C)c1 (stereo not given)
45) COc1cccc(NC(=O)COC(=O)CCCC2=NS(=O)(=O)c3ccccc3N2)c1
46) COc1ccc(NC(=O)COC(=O)CCSc2ccccc2)cc1
47) CCn1cc([N+](=O)[O-])c(C(=O)N2CCCCCC2)n1
48) Cc1ccc2nc(SCC(=O)Nc3ccc(C)c(Cl)c3)nc(=O)n2c1

Compound,41,42,43,44,45,46,47,48
SUMO1 PPI mod,-1,3,4,-5,-4,2,4,-2
Rpn11 block,i,i,i,i,i,i,i,i
DNMT1 block,0,0,1,1,-4,0,0,1
SKN-1 block,-6,4,-5,-9,2,2,7,-8
STEP block,0,-2,-1,0,-2,-4,1,2
Scp-1 inhibitor,-1,-9,-6,-11,-4,0,-2,-4
LMPTP block,0.1,1.0,-0.2,-0.4,-1.5,2.1,-0.7,-0.2
NRP1-CendR mod,1,10,-4,-50,-1,3,-11,-6
MT1-MMP act inh,-3,4,13,1,0,-2,2,2
NadD block,2,-4,2,0,-6,-4,2,2

49) COc1ccc(/C(N)=N/OC(=O)N2CCOCC2)cc1
50) O=C(O)c1ccccc1-c1ccc(/C=C2\SC(=O)N(c3ccccc3)C2=O)o1
51) COc1ccc(C2CC(c3cccs3)=NN2C(=O)CN2CCCCC2)cc1 (stereo not given)
52) Cc1ccc(S(=O)(=O)N2CCOCC2)cc1NC(=O)CSc1nnc2cc(C)c3ccccc3n12

Compound,49,50,51,52
SUMO1 PPI mod,1,-12,-8,3
Rpn11 block,i,i,i,i
DNMT1 block,0,14,0,-7
SKN-1 block,14,10,6,2
STEP block,-2,10,1,3
Scp-1 inhibitor,1,26,-5,-2
LMPTP block,-0.7,0.6,5.7,0.1
NRP1-CendR mod,2,-21,2,4
MT1-MMP act inh,-1,-8,1,-1
NadD block,-4,-2,-2,1
